FXN GAA850 act: FXN promoter activators, primary screen, cell-based, luciferase luminescence, HEK293 lucGAA850 | AID 540364, 2011 | 360,000 tested, 0.56% active | activation, % at 6 µM | HEK293 lucGAA850 FXN promoter luciferase reporter, 24 h; percent of 10 µM SAHA response;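 active = activation above the average of all compounds screened plus 3 SD, cutoff fixed separately per campaign, cut at about 7.5% in these data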;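 note: 0% = DMSO wells and 100% = 10 µM SAHA wells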
GC-A act: GC-A stimulated cGMP production enhancers – HEK293 GC-A cells, cGMP TR-FRET, EC30 ANP, primary screen; Atrial natriuretic peptide receptor 1 (Homo sapiens), P16066; 0% at EC30 ANP, 100% saturating ANP; activation, % at 10 µM; 370,000 tested, 0.14% active; AID 1671463, 2021; in the data active = activation above about 40%
ADAM10 inh: human ADAM10 inhibitors, primary screen, biochemical, QFRET, HTS. 370,000 tested, 0.62% active. recombinant ADAM10, EDANS/DABCYL FRET peptide cleavage, 3 h. inhibition, % at 7 µM;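 active = inhibition above a per-campaign cutoff equal to the mean of compounds falling between control-based bounds plus 3 SD, cut at about 20% in these data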;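 note: 0% = DMSO wells while the 100% control is not disclosed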
hgDAF-12 ag: H. glycines DAF-12 receptor agonists, primary screen, cell-based, luminescence, HEK293, GAL4 fusion, UAS-luciferase | HEK293 GAL4-hgDAF12 UAS-luciferase reporter, agonist luminescence; normalized to butyrate control | activation, % at 6.8 µM | 370,000 tested, 1.8% active | AID 687014, 2013;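 active = activation above a cutoff set at the mean of all screened compounds plus 3 SD, cut at about 10% in these data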;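 note: 0% = DMSO wells and 100% = sodium butyrate wells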
DAX1 inh-1: DAX1 (NR0B1) inhibitors on StAR promoter, primary screen, cell-based, luminescence, SF-1 (NR5A1), full-length DAX-1; 370,000 tested, 1.1% active; HEK293T StAR-luciferase reporter, SF-1/DAX-1 repression relief; inhibition, % at 6.8 µM; AID 652010, 2013;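 active = inhibition above the mean over all tested compounds plus 3 SD, cut at about 3.6% in these data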;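 note: 0% = DAX-1 cells with DMSO and 100% = cells lacking DAX-1 with DMSO; higher inhibition means more luminescence from relief of DAX-1 repression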
ssDAF-12 act: S. stercoralis DAF-12 nuclear receptor activators, primary screen, cell-based, luminescence, HEK293, GRIP1 co-expression, lit1-tk-luc | Nuclear hormone receptor DAF-12 (Strongyloides stercoralis) | activation, % at 6.8 µM | HEK293 ssDAF-12/GRIP1 lit1-tk-luc reporter; % of 3 µM dafachronic acid response | 370,000 tested, 1% active;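 active = activation above the mean over all tested compounds plus 3 SD, cut at about 0.9% in these data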;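 note: 0% = DMSO-only wells and 100% = 3 µM delta7-dafachronic acid wells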
DAX1 inh-2: DAX1 (NR0B1) inhibitors, primary screen, cell-based, HEK293, Gal4-DAX1, luciferase luminescence; HEK293 Gal4-DAX1 luciferase reporter; inhibition, % at 6.75 µM; 340,000 tested, 0.99% active; Nuclear receptor subfamily 0 group B member 1 (Homo sapiens), P51843; AID 504766, 2011;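 active = inhibition above the mean over all tested compounds plus 3 SD, cut at about 4.2% in these data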;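 note: 0% = DAX1-transfected cells with DMSO and 100% = empty-vector control cells with DMSO; inhibition shows as a rise in luminescence from relieved DAX1 repression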
Target sequence (P51843 207-470 limits assumed): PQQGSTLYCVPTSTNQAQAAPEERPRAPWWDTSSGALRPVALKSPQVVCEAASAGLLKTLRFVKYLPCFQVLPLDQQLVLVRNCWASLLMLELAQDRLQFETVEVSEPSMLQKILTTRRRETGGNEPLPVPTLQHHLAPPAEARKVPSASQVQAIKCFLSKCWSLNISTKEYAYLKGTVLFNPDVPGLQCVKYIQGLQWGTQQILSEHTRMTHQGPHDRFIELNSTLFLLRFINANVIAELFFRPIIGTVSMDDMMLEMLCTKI
hcDAF-12 act: H. contortus DAF-12 nuclear receptor activators, primary screen, cell-based, luminescence, HEK293, lit1-tk-luc reporter; HEK293 hcDAF-12 lit1-tk-luc reporter; 0% DMSO, 100% Δ7-dafachronic acid; activation, % at 6.8 µM; 370,000 tested, 1.4% active;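 active = activation above the mean of all tested compounds plus 3 SD, cut at about 5.5% in these data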;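 note: 100% = response to 3 µM Δ7-dafachronic acid high control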
SMARCA2 act: SMARCA2 (BRM) function activators, primary screen, cell-based, luminescence, high throughput; MG213 cells, MMTV-luciferase reporter, dexamethasone, overnight; activation, % at 9.1 µM; 370,000 tested, 1% active; in the data active = activation above about 7.8%;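 note: 0% = vehicle wells and 100% = reference activator wells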
ADAM17 inh: ADAM17 inhibitors, primary screen, biochemical, QFRET; Disintegrin and metalloproteinase domain-containing protein 17 (Homo sapiens), P78536; recombinant ADAM17, EDANS/DABCYL FRET peptide cleavage; inhibition, % at 6.95 µM; 370,000 tested, 0.83% active; AID 720648, 2013;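 active = inhibition above the mean of compounds lying between control limits plus 3 SD, set per campaign, cut at about 8.5% in these data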;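 note: 0% = DMSO-only wells as the low control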
Target sequence (P78536 215-824 limits assumed): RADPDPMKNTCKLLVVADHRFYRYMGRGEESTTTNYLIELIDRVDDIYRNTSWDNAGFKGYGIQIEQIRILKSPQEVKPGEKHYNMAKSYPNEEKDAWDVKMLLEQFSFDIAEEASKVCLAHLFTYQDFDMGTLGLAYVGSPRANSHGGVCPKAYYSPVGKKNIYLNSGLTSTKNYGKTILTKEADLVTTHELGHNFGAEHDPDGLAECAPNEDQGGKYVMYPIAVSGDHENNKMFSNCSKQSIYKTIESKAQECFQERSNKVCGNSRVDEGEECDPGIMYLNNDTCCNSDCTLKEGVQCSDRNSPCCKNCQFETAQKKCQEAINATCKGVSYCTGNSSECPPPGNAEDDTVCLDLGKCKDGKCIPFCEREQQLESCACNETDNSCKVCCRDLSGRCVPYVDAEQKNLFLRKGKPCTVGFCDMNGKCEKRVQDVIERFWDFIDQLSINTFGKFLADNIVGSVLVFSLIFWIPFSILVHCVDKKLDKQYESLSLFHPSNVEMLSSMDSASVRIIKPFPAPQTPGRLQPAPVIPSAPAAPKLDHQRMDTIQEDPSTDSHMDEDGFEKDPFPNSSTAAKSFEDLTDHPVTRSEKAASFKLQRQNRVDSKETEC
PG9 Ab binder: binders of HIV-1 gp120 antibody PG9, primary screen, biochemical, TR-FRET | TR-FRET gp120-PG9 antibody binding | HIV-1 gp120 / PG9 antibody interaction | 360,000 tested, 0.43% active | inhibition, % at 6.7 µM | AID 624416, 2012; in the data active = inhibition above about 8.5%
* marks the source's active call; other numbers are inactive results; x = no result given.

SMILES	FXN GAA850 act	GC-A act	ADAM10 inh	hgDAF-12 ag	DAX1 inh-1	ssDAF-12 act	DAX1 inh-2	hcDAF-12 act	SMARCA2 act	ADAM17 inh	PG9 Ab binder
CCOC(=O)Cn1c(=O)oc2cc(S(=O)(=O)NCCCc3ccccc3)ccc21	0.1	-3	-2	1.5	0.2	-0.6	0.3	-1.4	-2	-1	-0.3
COc1cc(OC)cc(C(=O)NC(C(=O)NNC(=O)CN(C)S(=O)(=O)c2ccc(C)cc2)C(C)C)c1 (configuration not stated)	1.2	0	-14	1.8	0.1	-1.2	0.1	-1.4	-4	2	-1.0
COc1ccc2[nH]c(CN3CCN(CC=C(C)C)C(CCO)C3)c(C)c2c1 (configuration not stated)	1.0	-4	-10	2.3	-0.2	-2.2	0.8	-1.0	2	-6	-1.7
O=C1CC(N2CCN(c3ccc(O)cc3)CC2)C(=O)N1c1ccc2c(c1)OCO2 (configuration not stated)	1.3	3	-3	2.2	0.1	-1.2	-0.3	-1.0	-5	-3	0.2
CN1[C@H](Cc2ccccc2)COc2cc(N3CCCC3)ccc2S1(=O)=O	x	3	-12	-0.2	-4.7	-2.0	x	-3.5	-3	-6	x
O=S(=O)(O)c1ccc(N=NNc2ccc(Br)cc2)cc1	1.4	11	9	9.8	1.5	0.4	-0.5	1.8	4	-3	0.4
CCCCn1c(SCC(=O)Nc2nccs2)nc2ccccc2c1=O	-1.9	3	4	-0.1	0.2	-1.1	-0.5	-1.8	-1	-3	-0.3
CC1CCCCN1C(=O)COC(=O)Cc1c[nH]c2ccccc12 (configuration not stated)	-0.4	-1	-6	2.7	-0.7	0.1	0.0	3.4	2	-1	1.0
O=C(NC(c1ccccc1)c1ccc2ccccc2n1)C1CCN(Cc2ccc(Oc3ccccc3)cc2)CC1 (configuration not stated)	-2.0	-6	0	-1.7	-0.9	-0.7	x	1.1	3	-1	-0.8
COc1ccc2nc(-n3c(O)c(C4=c5ccccc5=NC4=O)[nH]c3=S)sc2c1	0.5	-9	5	1.6	0.5	0.4	-1.7	1.1	-1	-1	-2.5
COc1ccc(NC(=O)C2(c3ccc(NC(=O)c4ccc(OC)cc4)cc3)CCCC2)cc1	0.1	1	-6	-3.3	-0.7	-0.9	-1.3	-2.5	-4	-4	0.1
COC(=O)c1sccc1Oc1ccc(F)cc1[N+](=O)[O-]	0.6	0	-2	0.5	1.0	-1.3	0.1	0.8	-2	4	-0.2
O=C(CC1NCCc2ccccc21)Nc1ccccc1 (configuration not stated)	5.9	-3	1	2.8	1.5	0.9*	1.8	5.3	-2	-2	-0.3
c1ccc(COCCc2cn(Cc3ccccc3)c3ccccc23)cc1	x	1	-8	5.6	1.4	0.1	x	1.3	-1	-5	-0.3
CCOC(=O)C1CCN(S(=O)(=O)c2ccc3c(ccn3C)c2)CC1	-1.4	2	4	-0.9	-0.3	-1.4	0.0	-0.9	-4	1	0.7
Cn1c(-c2ccc(C(F)(F)F)cc2)cc2onc(-c3ccccc3)c2c1=O	2.2	-3	0	5.2	1.0	-0.8	1.3	5.3	5	1	1.1
O=C1CC(NNC(=O)c2cccc(F)c2)C(=O)N1 (configuration not stated)	0.2	-1	6	3.4	0.7	-0.8	0.6	0.7	-6	-1	1.2
CS(=O)(=O)c1cnc(-c2ccccc2)nc1Oc1ccc(Cl)cc1	2.0	-9	2	-3.2	-0.1	-1.2	1.0	-0.8	0	0	3.9
Cc1ccc(CNc2ccc(O)cc2)cc1	2.8	4	-13	-0.4	0.2	-0.7	0.3	-1.6	-2	-9	-13
CCC(C)(C)C(=O)N1CCc2cc(S(=O)(=O)N(C)Cc3ccco3)ccc21	x	1	-1	5.5	0.5	-1.6	x	1.4	2	0	x
CCN(CC(=O)Nc1ccc2c(c1)OCCO2)c1ccc(S(=O)(=O)N2CCOCC2)cn1	-0.6	1	-6	-0.9	-0.3	-0.8	0.6	-0.6	-2	-7	0.7
CN1CCN(c2ccc([N+](=O)[O-])cc2NC(=O)c2cccs2)CC1	-2.7	2	3	-2.0	-2.2	-0.8	0.3	1.2	-1	-1	-0.7
CCc1cccc(NC(=O)CN(c2ccc(C)cc2)S(=O)(=O)c2c(C)noc2C)c1	-2.8	4	16	3.9	-0.5	-1.3	0.1	-1.1	-2	8	-0.4
CCC(=O)NC(=S)Nc1ccc(NC(=O)c2cccc([N+](=O)[O-])c2C)cc1	-1.9	-3	4	-0.9	-1.1	-1.7	-0.3	-1.1	-4	1	-0.8
O=C(COc1ccccc1Br)NCCc1nc2ccccc2[nH]1	1.3	-4	7	-1.4	-0.2	-1.1	2.8	-2.7	-3	8.9*	-3.3
OCC1(CCOc2ccccc2)CCN(Cc2ccncc2)CC1	1.4	5	4	4.8	0.4	-0.3	0.4	-1.6	-1	1	-2.2
C#CCN1CC(COc2ccccc2)Oc2cccc(Oc3ccc(OC)cc3)c2S1(=O)=O (configuration not stated)	x	0	1	-0.6	0.1	-1.3	x	1.4	-1	3	1.0
Cn1ncc(Br)c1C(=O)NCc1cccs1	-0.1	3	2	-2.5	-0.4	-1.4	2.4	-0.1	-3	0	1.6
CCC(C)N(C(=O)c1csnn1)C(C(=O)NCc1ccc(F)cc1)c1ccccc1 (configuration not stated)	-1.8	-2	-1	-2.5	0.2	-0.7	-0.1	-0.1	6	-2	-3.6
CS(=O)(=O)N1CCCC(C(=O)c2cccc(Cl)c2)C1 (configuration not stated)	1.0	3	0	-2.6	0.4	-1.9	0.0	-0.2	-3	-1	0.8
C[C@@H]1C=CCCO[C@]12C(=O)N(Cc1ccccc1C(F)(F)F)c1cccc(Br)c12	x	-2	-11	0.8	0.5	-0.8	x	-1.7	-5	-3	-0.4
COC(=O)C1=NNC(C(=O)OC)C1c1ccccc1 (configuration not stated)	2.2	-1	0	0.1	0.7	-0.8	2.0	-1.4	1	-1	-0.2
Cc1ccc(C(=O)Oc2coc(CSc3nnc(NC(=O)C4CC4)s3)cc2=O)cc1	1.4	-3	-1	1.3	0.3	-2.0	-0.9	-2.0	-1	3	-1.6
CC(=O)C1=C(O)C(=O)N(c2ccc(Br)cc2)C1c1ccccc1[N+](=O)[O-] (configuration not stated)	2.6	7	-18	1.2	0.3	0.6	-0.6	4.3	1	-7	-1.4
COc1ccc(C(c2nnnn2CC2CCCO2)N2CCC(C(N)=O)CC2)cc1 (configuration not stated)	-0.3	2	1	0.0	-0.2	-0.7	-1.4	0.3	-3	-5	0.6
C/C(CC(=O)Nc1cc(Cl)ccc1Cl)=N\NC(=O)COc1cccc(C)c1	0.4	-2	20*	1.2	0.2	-0.5	-1.1	3.2	4	2	-2.9
Cn1cncc1C#Cc1ccc2cc(CCO)oc(=O)c2c1	4.9	-1	-219	-2.2	0.4	-1.2	0.1	-1.9	0	-54	-1.9
NC(=O)c1cccc(Nc2nc(C(N)CCc3ccccc3)cs2)n1 (configuration not stated)	-3.4	-6	-2	1.4	3.2	-0.3	x	1.2	-1	5	-2.0
O=S(=O)(CCc1nc2ccccc2s1)c1ccc(Cl)cc1	-0.7	-4	-4	-0.3	0.6	-1.8	0.8	-0.1	4	0	0.2
CCN1CCC(NC(=O)Nc2cc(Cl)ccc2OC)CC1	0.3	1	0	-2.8	-0.2	-1.0	0.2	0.4	0	0	-0.7

Compound profiles (already shown). Order of screens: FXN GAA850 act	GC-A act	ADAM10 inh	hgDAF-12 ag	DAX1 inh-1	ssDAF-12 act	DAX1 inh-2	hcDAF-12 act	SMARCA2 act	ADAM17 inh	PG9 Ab binder
C/C(CC(=O)Nc1cc(Cl)ccc1Cl)=N\NC(=O)COc1cccc(C)c1 in the list: 0.4	-2	20*	1.2	0.2	-0.5	-1.1	3.2	4	2	-2.9
OCC1(CCOc2ccccc2)CCN(Cc2ccncc2)CC1 in the list: 1.4	5	4	4.8	0.4	-0.3	0.4	-1.6	-1	1	-2.2
COC(=O)C1=NNC(C(=O)OC)C1c1ccccc1 (configuration not stated) in the list: 2.2	-1	0	0.1	0.7	-0.8	2.0	-1.4	1	-1	-0.2

Following part:
SMILES	FXN GAA850 act	GC-A act	ADAM10 inh	hgDAF-12 ag	DAX1 inh-1	ssDAF-12 act	DAX1 inh-2	hcDAF-12 act	SMARCA2 act	ADAM17 inh	PG9 Ab binder
CCC1CCCCN1CCCNC(=O)c1csc2c1CCCCC2 (configuration not stated)	-0.6	0	0	1.2	-0.5	-1.1	0.3	1.0	-2	-2	0.5
O=C(CN(Cc1ccccc1F)C(=O)Cn1nnc(-c2cccs2)n1)NC1CCCCC1	-1.3	3	0	-1.1	-1.1	-1.0	-1.3	-0.9	-1	-4	0.2
Cc1c(NC(=O)Nc2ccc3c(c2)OCO3)c(=O)n(-c2ccccc2)n1C	0.3	6	9	3.2	-1.0	-1.1	-0.1	0.8	2	0	-2.1
COc1ccc(C)cc1N(C(=O)COc1ccccc1)c1nc2ccccc2s1	0.1	-15	-6	4.5	0.6	0.5	2.5	6.2*	-2	1	1.4
COc1ccccc1C(=O)c1cc2ccc(O)cc2oc1=O	-1.0	0	-16	2.3	-0.5	-0.8	-1.0	-1.0	-2	-9	1.3
CCc1nc2ccc(C(=O)NCCNC(C)=O)cn2c1N(C)Cc1ccc(OC)cc1	1.0	2	-3	-2.7	-0.8	-1.1	x	-0.5	-4	-3	0.4
O=C(COC(=O)/C=C/c1ccc([N+](=O)[O-])cc1)Nc1ccc2[nH]c(=O)[nH]c2c1	0.5	-5	-4	1.3	0.5	-0.7	-1.2	-0.4	2	-3	-0.5
COC(=O)c1ccc(NC(=S)NCCc2ccc(OC)cc2)cc1	-2.3	8	15	-1.4	-1.1	-1.9	-2.0	-1.5	-1	3	0.2
Cc1nnc(SCC(=O)N2CCN(c3ccccc3)CC2)n1-c1ccccc1	-2.6	-2	0	2.5	0.3	-0.1	0.4	6.5*	-1	-3	0.7
NC(=O)CSc1nnc(NC(=O)c2ccc3ccccc3c2)s1	2.0	-4	-9	7.9	6.2*	0.1	-0.5	2.7	7	-2	-1.0
Cc1nc(C(F)(F)F)ccc1C(=O)N1CCCCCC1(C)C(=O)NCC(C)C (configuration not stated)	1.2	5	14	1.2	0.0	-0.7	x	0.2	-4	7	-1.6
CCOC(=O)c1sc(NC(=O)CSc2nccn2C)nc1C	4.9	0	-7	4.9	5.7*	0.2	0.4	4.2	5	1	-2.5
O=c1[nH]c(-c2ccccc2)cn1C1CCN(Cc2ccc(-c3nc4ccc(Br)cc4nc3-c3ccccc3)cc2)CC1	x	0	11	-0.4	-0.4	-0.4	x	-1.2	-4	7	2.2
